Eya2 phos inh = Eya2 (human) phosphatase inhibition. recombinant Eya2, OMFP fluorescence dephosphorylation (OMFP is methylfluorescein phosphate). hit rate 0.006% among 330,000. O00167. Potency, µM (doses to about 76.9 µM), for the others: at the highest dose activity, negative = inhibition, actives largely listed as inhibitors; further: potency means the concentration at half of the fitted maximal effect; on the % scale 0 is the no-effect control and ±100 the full control effect
Target sequence (O00167 whole entry, looked up): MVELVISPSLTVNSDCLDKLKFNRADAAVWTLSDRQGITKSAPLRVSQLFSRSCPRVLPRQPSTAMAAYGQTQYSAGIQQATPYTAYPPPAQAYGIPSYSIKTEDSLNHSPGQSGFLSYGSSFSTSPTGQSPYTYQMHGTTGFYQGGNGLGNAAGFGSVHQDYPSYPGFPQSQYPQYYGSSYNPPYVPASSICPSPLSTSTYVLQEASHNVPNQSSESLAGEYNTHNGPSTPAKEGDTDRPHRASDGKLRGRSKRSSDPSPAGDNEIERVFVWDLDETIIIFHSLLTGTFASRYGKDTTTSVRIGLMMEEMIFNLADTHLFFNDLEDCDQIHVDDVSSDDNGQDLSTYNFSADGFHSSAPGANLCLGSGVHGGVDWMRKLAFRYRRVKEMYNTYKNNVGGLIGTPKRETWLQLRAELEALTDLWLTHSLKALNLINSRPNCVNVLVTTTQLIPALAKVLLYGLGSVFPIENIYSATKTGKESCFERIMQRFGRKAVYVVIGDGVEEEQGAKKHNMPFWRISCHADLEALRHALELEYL
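Eya2 protein (added as 0.2 uM solution) was preincubated with compound for 10 min at ambient temperature in 50 mM HEPES pH 7.5, 50 mM NaCl, 5 uM MgCl2, 0.05% BSA, 1 mM DTT. OMFP (added at 50 uM) then reacted 10 min; fluorescence read at 485/525 nm.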
BCR signal inh = inhibitors of chronic active B-cell receptor signaling; ABC-DLBCL IkBa-CBG/CBR reporter, luminescence ratio, 4 h; Potency, µM (titrated, usually from 46.1 µM), without a hit: top-dose ratio change, negative = lower green/red ratio, actives largely listed as inhibitors; hit rate 0.05% among 340,000; AID 493014; active means well fitted inhibition curve with a large enough effect in the signal ratio, with a control signal flat, not every such curve was filed as active; inconclusive means small, poorly fitted or top-dose-only effect, or effect the other way, or a change in a side signal; the % refers to the signal ratio;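 further: potency means the concentration at half of the fitted maximal effect; plate controls were basal doxycycline-induced cells for no effect and cells given 10 µM MG132 for full effect; MG132 reads +100%, hits lower the ratio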
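Doxycycline induced both beetle luciferases in TMD8 lymphoma cells; IKK-driven degradation limits the IkappaBalpha-fused green signal, while red luminescence normalises for cell number and nonspecific effects. Compounds tested up to 46 uM, 4 hrs.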
ELG1 DNA repair = inhibitors of ELG1-dependent DNA repair in HEK293T cells. HEK293T ELG1-luciferase reporter, luminescence, 16 h; DNA damage induced by 5-fluorouridine. AID 504467. Potency, µM (highest dose often 46.1 µM), inactives show top-dose activity change, negative = inhibition, hits mostly inhibitors. hit rate 2.3% among 330,000; further: potency means the concentration at half of the fitted maximal effect; on the % scale 0 is the no-effect control and ±100 the full control effect; nearly all actives have a fitted effect of over 55% in size
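Cells (2,000 per well) received 5-fluorouridine plus test compound or DMSO and were incubated 16 hr at 37 °C, 5% CO2. Luciferase activity was read by luminescence 30 min after ONE-Glo addition; signal suppression marked inhibition of damage-induced ELG1 function.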
A-T KAP1 phos = potential ataxia-telangiectasia treatment | […] A-T fibroblasts, KAP-1 phosphorylation AlphaLISA; neocarzinostatin DNA damage 30 min before lysis | Potency, µM (top dose mostly 57.5 µM), for the others: top-dose activation, usual class: activators | hit rate 0.19% among 320,000; further: potency means the concentration at half of the fitted maximal effect; % of control where 0% means no effect; nearly all actives have a fitted effect of over 45% in size
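hTERT-immortalized A-T patient fibroblasts ([…]), 500 cells/well in OPTI-MEM, 1% FBS, got compounds for 60 min, then NCS for 30 min at 37C. Lysates were then assayed for phospho-KAP-1 by AlphaLISA (anti-pKAP1 donor, anti-KAP1 acceptor beads), 6 hr at 25C.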
TSHR antagonist = blocks TSH signaling through the human TSH receptor | P16473 | TSHR-expressing cells, TSH-stimulated cAMP HTRF, 2 h; hits give low values | activity change, negative = inhibition, % at 11.5 µM | hit rate 0.2% among 330,000 | AID 504810;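 active means activity change below a set negative limit, meaning inhibition stronger than a set level, cut at about -70% in these data; inconclusive means activity change between two set negative limits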; further: on the % scale 0 is the no-effect control and ±100 the full control effect
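Antagonism was scored as loss of TSH-driven cAMP in TSHR cells, stimulated with 4nM TSH (EC80) for 2 hours at 37 deg C and detected by homogeneous HTRF competition immunoassay.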
Mito fusion act = blocks mitochondrial division or promotes mitochondrial fusion; AID 485298; hit rate 0.23% among 320,000; S. cerevisiae fusion-defective mutant growth rescue, CellTiterGlo 48 h; Potency, µM (doses to about 46.1 µM), without a hit: at the highest dose growth rescue (activation), most hits filed as activators;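 further: potency means the concentration at half of the fitted maximal effect; % of control where 0% means no effect; nearly all actives have a fitted effect of over 45% in size; temperature-sensitive fusion mutants such as fzo1-1 at 37 °C on non-fermentable ethanol glycerol medium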
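Yeast fusion mutant, YPEG (non-fermentable carbon), compound, 48 h at 37C non-permissive; CellTiterGlo added, 10 min RT, luminescence read. Rescued growth = division inhibition.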
Tb PFK block = blocks T. brucei phosphofructokinase. O15648. T. brucei PFK, ADP-Glo luminescence. Potency, µM (series often up to 57.5 µM), for inactives: top-dose activity, negative = inhibition, usual class: inhibitors. hit rate 0.17% among 330,000;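 further: potency means the concentration at half of the fitted maximal effect; 0% = uninhibited 1x PFK enzyme wells and -100% = no-enzyme wells; nearly all actives have a fitted effect of over 60% in size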
Target sequence (O15648 whole entry, looked up): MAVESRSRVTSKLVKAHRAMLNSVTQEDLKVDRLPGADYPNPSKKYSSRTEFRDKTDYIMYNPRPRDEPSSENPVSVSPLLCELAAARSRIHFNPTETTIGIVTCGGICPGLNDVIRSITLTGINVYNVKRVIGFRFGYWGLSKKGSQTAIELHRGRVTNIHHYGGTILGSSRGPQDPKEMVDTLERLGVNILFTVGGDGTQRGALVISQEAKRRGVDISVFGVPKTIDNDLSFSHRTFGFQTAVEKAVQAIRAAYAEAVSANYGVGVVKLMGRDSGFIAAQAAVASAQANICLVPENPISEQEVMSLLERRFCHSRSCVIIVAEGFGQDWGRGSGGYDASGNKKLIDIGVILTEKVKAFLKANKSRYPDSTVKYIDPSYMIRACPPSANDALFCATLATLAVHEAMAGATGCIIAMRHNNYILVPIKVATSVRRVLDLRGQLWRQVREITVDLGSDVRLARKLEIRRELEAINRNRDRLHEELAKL
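Compounds were pin-transferred as a titration series up to 57 uM into substrate buffer (0.5 mM F6P, 0.1 mM ATP, pH 8.0), then 1.25 nM PFK was added and reactions ran 45 min before ADP-Glo detection.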
a7 integrin act = activators of alpha7 integrin expression for muscular dystrophy. hit rate 0.064% among 350,000. alpha7betagal myoblasts, beta-gal FDG fluorescence, 48 h. Potency, µM (doses to about 38.3 µM), for inactives: at the top dose activation, most hits filed as activators. AID 624291;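 further: potency means the concentration at half of the fitted maximal effect; 100% = response of the positive control SU9516; nearly all actives have a fitted effect of over 60% in size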
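alpha7betagal+/- myoblasts (passage 13, 250/well) treated 48 h at 37C with compounds at 1:260 dilution of DMSO stock. Lysed, then beta-galactosidase activity read as FDG fluorescence (ex 480/em 540) after 30 min, with pre-read for autofluorescence.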
TCR activator = T cell receptor activation; primary human leukocytes, anti-CD3, IL-2 HTRF, 48 h; Potency, µM (highest dose often 9.22 µM), without a hit: at the highest dose activation of IL-2 secretion, actives largely listed as activators; 330,000 tested, under 10 active; further: % of control where 0% means no effect
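IL-2 produced over 48 hr by a-CD3 bead-stimulated primary human leukocytes exposed to compounds was detected with a homogeneous time-resolved FRET immunoassay, 665nm acceptor signal after 320nm excitation.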
TSG101-PTAP inh = blocks PTAP/TSG101 interaction to inhibit HIV-1 budding. Q99816. 340,000 tested, under 10 active. Potency, µM (doses to about 115 µM), for the others: at the top dose activity change, negative = inhibition, usual class: inhibitors. AID 493005. Fluorescence polarization, FITC-PTAP peptide / Tsg101 binding; active means well fitted inhibition curve with a large enough effect in the main read-out, with a control signal flat, not every such curve was filed as active; inconclusive means small, poorly fitted or top-dose-only effect, or effect the other way, or a change in a side signal; inactive means no such curve, though single readings can be large or run the other way; further: potency means the concentration at half of the fitted maximal effect; % of control where 0% means no effect
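Fluorescence anisotropy tracks displacement of a FITC-tagged PTAP peptide (50 nM) from the Tsg101 binding domain (10 uM), following a 20 min room-temperature incubation at pH 7.5.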
ASM inhibitor = human S-ASM enzyme inhibition. hit rate 0.006% among 340,000. AID 504937. Potency, µM (highest dose often 57.5 µM), inactives show at the top dose activity change, negative = inhibition, actives largely listed as inhibitors. P17405. placental ASM, HMU-PC fluorogenic substrate, 60 min; further: potency means the concentration at half of the fitted maximal effect
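Fluorogenic HMU-PC substrate (9 uM final) is turned over by placental ASM in 60 min at 37 C after a 10 min compound preincubation. Reaction ended by alkaline stop (pH 10), with fluorescence read at 386/447 nm.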
An asterisk follows results filed as active; ? = inconclusive; . = no result given; [ ] = dose if it differs, or a comment. Unless noted, the call rests on the fitted dose curve; in most records, active means well fitted curve in the direction sought with a large enough effect; inconclusive means small, poorly fitted or top-dose-only effect, or another doubt; inactive means no such curve, though single readings can be large; an effect the other way counts as inactive or inconclusive.

SMILES	Eya2 phos inh	BCR signal inh	ELG1 DNA repair	A-T KAP1 phos	TSHR antagonist	Mito fusion act	Tb PFK block	a7 integrin act	TCR activator	TSG101-PTAP inh	ASM inhibitor
O=C(CNc1cc(S(=O)(=O)N2CCOCC2)ccc1N1CCCC1)NCc1ccco1	-2%	-1%	-15%	-5%	0	-3%	5%	-17%	3%	-1%	-3%
O=C(c1ccc(Cl)cc1)N1CCCCC(Cl)C1=O (stereo not drawn)	-22%	-14%	-8%	8%	4	-7%	0%	-4%	-2%	-2%	4%
CC1SCC(=NOCc2c(Cl)cccc2Cl)CS1 (stereo not drawn)	5%	?	?	-6%	-17	0%	0%	0%	6%	0%	0%
Cc1ccc(CN2C3=NCCN3c3ccccc32)cc1	0%	-1%	-23%	6%	-11	-4%	0%	-5%	-3%	-5%	0%
O=C(NCc1ccc2c(c1)OCO2)c1cc(-c2cc(Cl)ccc2O)n[nH]1	-2%	-29%	0%	2%	-6	-2%	-5%	4%	-4%	-3%	0%
CCOc1ccccc1NC(=O)c1ccccc1-c1nc(-c2ccccc2OC)no1	2%	-5%	18µM*	0%	-17	15%	-1%	0%	1%	0%	-12%
CCCCC(=O)Nc1ccccc1N1CCN(c2ccccc2)CC1	-5%	-1%	?	3%	-10	0%	0%	0%	-1%	-12%	1%
Oc1ccccc1-c1cc(-c2ccccc2)no1	-2%	?	?	3%	-16	-5%	-10%	18%	-4%	-2%	0%
CN1CC(=O)NC1=NC(=O)c1ccc(Cl)c(S(=O)(=O)N2CCCCCC2)c1	-5%	-12%	0%	0%	-10	0%	-4%	2%	-2%	-4%	0%
COc1ccc(C(=S)Nc2ccc(C)cc2)cc1	7%	1%	?	-3%	-2	-5%	-1%	-14%	1%	0%	-2%
COc1ccccc1OCCNC(=O)c1ccc(S(=O)(=O)N(C)C)cc1	9%	0%	5%	2%	-2	0%	0%	21%	5%	-11%	0%
COc1cc2c(cc1NC(=O)c1cc(-c3cccnc3)nc3ccc(C)cc13)oc1ccccc12	1%	2%	-8%	-7%	23	1%	5%	-41%	5%	-8%	-12%
O=S(=O)(Nc1cccc2ccccc12)c1ccccc1	?	6%	?	8%	-3	8%	0%	-7%	-7%	-4%	3%
COc1c(Br)cc(Br)cc1C(=O)O	19%	?	13%	0%	5	-2%	1%	-2%	2%	-7%	3%
CNS(=O)(=O)c1cccc(C(=O)OCc2cc(Cl)cc3c2OCOC3)c1	-2%	-3%	?	0%	-11	13%	-1%	15%	-27%	-3%	-6%
COC(=O)c1cc(NC(=O)C2CC=CCC2C(=O)O)cc(C(=O)OC)c1 (stereo not drawn)	11%	-1%	7%	2%	-9	-2%	3%	5%	.	-10%	5%
Cc1cnc(NC(=O)CN(C)S(=O)(=O)c2ccc(Cl)cc2)s1	2%	0%	0%	-4%	16	1%	-2%	20%	9%	-2%	-2%
O=c1oc2ccccc2cc1NCc1ccccc1O	1%	?	?	-3%	-2	13%	-1%	-27%	7%[46.1 µM]	1%	-8%
CCOc1ccc(S(=O)(=O)NCc2ccc(F)cc2)c2cccnc12	7%	-2%	-1%	-9%	20	1%	-7%	12%	-2%	-2%	-4%
COC(=O)C1=C(C)N(c2ccc(Cl)c(Cl)c2)C(=O)C1	0%	?	4%	1%	-14	1%	-9%	-57%[inhibitor]	-9%[46.1 µM]	-11%	-3%
COc1ccc(C(=O)COC(=O)CN2C(=O)NC(C)(C)C2=O)cc1OC	-7%	5%	19%	-4%	-7	-1%	1%	26%	-2%	-11%	1%
O=C(Nc1ccc2c(c1)OCO2)C1CC(c2ccccc2O)=NO1 (stereo not drawn)	8%	?	11%	-1%	-3	1%	-6%	21%	-2%	2%	-2%
COc1ccc(COC(=O)c2cc([N+](=O)[O-])ccc2N2CCOCC2)cc1F	-38%	?	?	0%	12	-3%	0%	-2%	2%	-5%	?
CCOC(=O)c1nc[nH]c1C	3%	?	2%	-2%	-3	2%	1%	0%	2%	-9%	-1%
Cc1ccc(OC(F)F)c(NC(=O)Nc2cccc(C(F)(F)F)c2)c1	-27%	?	?	28µM*	-42	0%	5%	-61%[inhibitor]	3%	-7%	-8%
Cc1ccc(S(=O)(=O)N2CCCCC2C(=O)O)cc1 (stereo not drawn)	-3%	?	6%	0%	-8	3%	4%	?	1%	0%	0%
COc1ccccc1C(=O)NC(=O)COC(=O)C1CC1	3%	?	?	12%	1	-1%	-4%	3%	-7%	1%	-2%
COc1cccc(C(=O)N2CCn3c2nc2ccccc23)c1	-9%	?	?	-5%	6	-1%	-1%	4%	-8%	-4%	3%
CCCCCC(=O)N/N=C(\C)c1ccc(N2CCCCC2)cc1	-2%	?	?	-1%	13	16%	3%	-1%	-1%[46.1 µM]	-1%	2%
c1cc2[nH]snc2c2nc(C3CC3)nc12	9%	?	5.8µM*	5%	0	18%	0%	27%	1%	-5%	13%
Cn1nc(C(=O)N2CCN(c3ccccn3)CC2)c2ccccc2c1=O	-8%	3%	-19%	7%	14	2%	-8%	18%	5%	2%	4%
CCOC(=O)Cc1csc(NC(=O)/C=C/c2cccc(Br)c2)n1	-2%	?	?	-4%	-23	0%	-1%	-23%	-13%	0%	-7%
CC(C)OCCCN1CC(=O)N2[C@@H](Cc3c([nH]c4ccccc34)C2(C)C)C1=O	9%	-6%	14%	-7%	-2	-8%	0%	-1%	-22%	-4%	0%
O=C1CSC(c2c(F)cccc2Cl)N1c1cccc(F)c1 (stereo not drawn)	-3%	4%	-1%	-7%	-17	-2%	2%	-8%	-1%	-11%	3%
O=C(O)COc1ccc2c(c1)CCCC2	5%	3%	16%	2%	-10	0%	-5%	12%	.	-19%	0%
Cc1cccc(N2CCC(N3CCN(C4CCCCC4)C(CCO)C3)CC2)c1C (stereo not drawn)	3%	?	-8%	3%	-16	1%	-7%	4%	-4%	0%	0%
Cc1cc(Cl)ccc1C(=O)C1CCCN(C(=O)/C=C/c2cnn(C)c2)C1 (stereo not drawn)	1%	1%	-3%	0%	-1	5%	-5%	-45%	6%	0%	-1%
C[C@@H]1CC=C[C@@H]2[C@H]1C(=O)N(Cc1ccccc1)[C@H]2c1cccc(C#Cc2ccccc2)c1	-5%	-2%	-7%	5%[11.5 µM]	-18	.	-2%	21%	2%[46.1 µM]	-4%	-4%
Cc1ccc(C(C)NC(=O)C2CCCC2)c(C)c1 (stereo not drawn)	-7%	2%	4%	11%	-15	2%	0%	-15%	-6%	-1%	-1%
COc1ccccc1N1CCN(CCOc2c(OC)cccc2OC)CC1	4%	-14%	-16%	8%	4	-2%	4%	-10%	.	-1%	0%

Whole records, quoted from the list. Order of values: Eya2 phos inh | BCR signal inh | ELG1 DNA repair | A-T KAP1 phos | TSHR antagonist | Mito fusion act | Tb PFK block | a7 integrin act | TCR activator | TSG101-PTAP inh | ASM inhibitor
Listed for COc1c(Br)cc(Br)cc1C(=O)O = 19% | ? | 13% | 0% | 5 | -2% | 1% | -2% | 2% | -7% | 3%
Listed for COc1ccc(COC(=O)c2cc([N+](=O)[O-])ccc2N2CCOCC2)cc1F = -38% | ? | ? | 0% | 12 | -3% | 0% | -2% | 2% | -5% | ?

The list goes on.
SMILES	Eya2 phos inh	BCR signal inh	ELG1 DNA repair	A-T KAP1 phos	TSHR antagonist	Mito fusion act	Tb PFK block	a7 integrin act	TCR activator	TSG101-PTAP inh	ASM inhibitor
COC(=O)c1ccc(-c2cc3onc(-c4ccccc4)c3c(=O)n2C)cc1	24%	?	?	-2%	-26	17%	0%	-13%	0%	.	-14%
CCOc1ncccc1C(=O)Nc1nnc(C(CC)CC)s1	7%	-5%	-12%	12%	1	-1%	1%	40%	8%	-5%	-2%
Cc1ccc(C(=O)O)cc1N=Cc1cc(Br)cc(Br)c1O	8%	-3%	-6%	-2%	9	10%	-1%	-19%	4%[46.1 µM]	-2%	4%
O=C(COc1ccccc1)Nc1ccc(S(=O)(=O)Nc2ncccn2)cc1	1%	2%	14%	-7%	-4	-3%	-19%	5%	-1%	-1%	3%

Compound activity: PubChem, National Center for Advancing Translational Sciences (NCATS)
